TDP43 rescue – rescues yeast growth from TDP-43 toxicity. actives 1.8% (n = 410,000). Potency, µM (highest dose often 46.1 µM), for inactives: at the highest dose growth rescue (activation), hits mostly activators. TDP-43 expressing yeast growth rescue, BacTiter-Glo, 24 h. AID 652104; note: potency is the fitted concentration of half-maximal effect; % of control where 0% means no effect; nearly all actives have a fitted effect of over 50% in size
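Readout is BacTiter-Glo luminescence of cell growth, so inhibitors register as activators. TDP-43-expressing yeast at OD600=0.02 in galactose medium, after raffinose pregrowth to mid-log, were incubated with compound for 24 hr at 30 deg C.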
PTHR1 agonist – activates the human parathyroid hormone receptor PTHR1; Potency, µM (doses to about 115 µM), inactives show at the top dose activation, actives largely listed as activators; HEK293 GP2 PTHR1 cells, GloSensor cAMP luminescence, 1 h; Q03431; actives 0.075% (n = 410,000); note: potency is the fitted concentration of half-maximal effect; nearly all actives have a fitted effect of over 55% in size; some results filed as inactive show a strong effect at the top dose; inactives centre near -15; many of its hits are not listed in these tables
Target sequence (Q03431 whole entry, looked up): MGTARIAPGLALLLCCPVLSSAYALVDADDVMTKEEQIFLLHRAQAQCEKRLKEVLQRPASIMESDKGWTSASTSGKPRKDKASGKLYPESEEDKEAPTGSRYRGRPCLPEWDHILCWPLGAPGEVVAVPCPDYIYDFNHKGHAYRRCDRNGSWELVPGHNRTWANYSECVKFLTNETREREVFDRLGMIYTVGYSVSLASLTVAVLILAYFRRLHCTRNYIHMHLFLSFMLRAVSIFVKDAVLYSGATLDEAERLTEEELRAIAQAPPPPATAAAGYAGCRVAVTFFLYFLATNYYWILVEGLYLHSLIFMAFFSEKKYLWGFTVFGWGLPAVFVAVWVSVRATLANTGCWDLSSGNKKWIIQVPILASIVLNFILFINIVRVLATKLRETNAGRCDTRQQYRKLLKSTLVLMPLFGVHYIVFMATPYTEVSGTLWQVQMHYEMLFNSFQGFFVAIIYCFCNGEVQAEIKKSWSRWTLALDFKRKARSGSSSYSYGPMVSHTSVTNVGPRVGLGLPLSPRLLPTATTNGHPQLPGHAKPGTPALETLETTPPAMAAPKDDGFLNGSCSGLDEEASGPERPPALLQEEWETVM
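HEK-293-derived GP2 cells expressing PTHR1 and a GloSensor cAMP reporter, 3,000/well, plated overnight, given luciferin plus IBMX (each 0.5 mM as added) for 1 h at 37 °C, then compound for 1 h at 37 °C. Luminescence was read after 15 min at room temperature.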
GLP-1R inv ag – inverse agonists of human GLP-1 receptor | P43220 | HEK293 GLP-1R CRE-luciferase, luminescence, 24 h; GLP-1R form is constitutively active | Potency, µM (highest dose often 38.3 µM), inactives show top-dose activity change, negative = inhibition, usual class: inhibitors | actives 1.6% (n = 410,000) | AID 624417; note: potency is the fitted concentration of half-maximal effect; % is set by controls: 0 for no effect and ±100 for the full control effect; nearly all actives have a fitted effect of over 55% in size
Target sequence (P43220 whole entry, looked up): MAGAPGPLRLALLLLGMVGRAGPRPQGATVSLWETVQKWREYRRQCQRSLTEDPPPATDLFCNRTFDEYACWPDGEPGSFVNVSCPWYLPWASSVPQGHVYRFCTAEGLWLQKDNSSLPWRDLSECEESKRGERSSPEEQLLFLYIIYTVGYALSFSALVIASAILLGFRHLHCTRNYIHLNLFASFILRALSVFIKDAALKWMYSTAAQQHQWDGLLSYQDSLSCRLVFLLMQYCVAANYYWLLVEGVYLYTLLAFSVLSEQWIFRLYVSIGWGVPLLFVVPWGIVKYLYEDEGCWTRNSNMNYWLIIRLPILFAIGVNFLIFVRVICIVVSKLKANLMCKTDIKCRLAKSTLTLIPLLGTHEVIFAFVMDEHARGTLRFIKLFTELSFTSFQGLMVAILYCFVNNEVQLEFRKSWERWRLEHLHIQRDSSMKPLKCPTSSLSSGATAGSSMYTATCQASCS
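HEK293 cells stably co-expressing a cAMP-responsive luciferase reporter and constitutively active GLP-1R were seeded, incubated 12 h, then exposed to compounds for 24 h at 37 C. Luminescence was read 12 min after detection reagent; inverse agonists lower signal.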
D3 antag – blocks the human D3 dopamine receptor; D3R cells, DiscoveRx beta-arrestin luminescence, antagonist mode; hits give low values; max response, negative = inhibition, %; actives 2.5% (n = 360,000); AID 652054; in the data active = max response below about -50%; inconclusive = no clear call, values can overlap the other calls; note: % is set by controls: 0 for no effect and ±100 for the full control effect; mostly tested at two doses, the higher about 12 µM
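Cells plated overnight at 1500 cells/well, then exposed to library compounds with dopamine controls for 90 minutes at 37 degrees C. DiscoveRx reagent added for 30–60 minutes at room temperature; luminescence read, quantitative HTS format.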
FUS suppressor – FUS proteinopathy suppression in yeast | S. cerevisiae FUS-expressing, growth rescue, OD600, 24 h | Potency, µM (series often up to 76.6 µM), inactives show at the top dose growth rescue (activation), usual class: activators | actives 0.24% (n = 390,000);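 note: potency is the fitted concentration of half-maximal effect; plate controls were DMSO vehicle for no effect and reference control for full effect; nearly all actives have a fitted effect of over 55% in size; some results filed as inactive show a strong effect at the top dose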
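Absorbance at 600 nm, taken 24hr after compound addition, measured rescue of FUS-yeast growth at 30C. Induction used 2% galactose with seeding at OD 0.005. Controls: CP55940 from 92uM final, DMSO only.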
aSyn yeast inh – inhibitors of alpha-synuclein toxicity in yeast; Yeast expressing alpha-synuclein, growth rescue, BacTiter-Glo, 24 h; Potency, µM (doses to about 46.1 µM), for the others: at the top dose growth rescue (activation), actives largely listed as activators; actives 0.14% (n = 370,000); AID 652106; note: potency is the fitted concentration of half-maximal effect; % of control where 0% means no effect; nearly all actives have a fitted effect of over 65% in size
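Rescue of yeast growth: cells expressing toxic alpha-synuclein, induced in galactose at OD600 0.02, incubated with compound 24 h at 30 C. ATP luminescence quantified growth; inhibitors of toxicity appear as activators.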
GLP-1R agonist – activates the human GLP-1 receptor; actives 0.007% (n = 380,000); HEK293 GLP-1R CRE-luciferase, luminescence, 4-6 h; cells express a hypersensitive GLP-1R form; AID 624172; Potency, µM (top dose mostly 45.6 µM), for the others: at the top dose activation, actives largely listed as activators; note: potency is the fitted concentration of half-maximal effect; % of control where 0% means no effect
Akt phos inh – Akt phosphorylation inhibition. Neuro2A IGF-stimulated pAkt S473 HTRF, 20 min; hits give low values. activity change, % for hits at 50 µM. actives 0.32% (n = 360,000); in the data active = activity change below about -80%; inconclusive = mostly about -51% to -80%; note: % is set by controls: 0 for no effect and ±100 for the full control effect
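Neuro2A cells in DMEM with 0.5% FBS, overnight at 37 deg C, given compound at single 50 µM final, then IGF (6 nM final) for 20 min at 37 deg C. Lysed; phospho-Akt Ser473 by HTRF after 24 h, 665/615 ratio.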
Abeta rescue – restores growth of yeast expressing A-beta42 peptide; Potency, µM (doses to about 46.1 µM), for inactives: at the top dose growth rescue, hits mostly activators; yeast expressing A-beta42, growth rescue, OD600, 48 h; response scale: 0% DMSO, 100% iron-clioquinol control; actives 0.063% (n = 410,000); note: potency is the fitted concentration of half-maximal effect; nearly all actives have a fitted effect of over 55% in size
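Yeast growth medium received pinned compounds, then yeast cells expressing toxic A-beta were added; plates incubated at 30 C for 48 hr. Growth read as absorbance at 600 nm, normalized to DMSO and equimolar FeCl3 plus clioquinol controls.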
The depositor's hits bear a star; i = inactive; ? = inconclusive; nt = not tested or not shown; [ ] = remark or other dose. Unless noted, calls come from the whole dose curve; as a rule, active = well fitted curve in the direction sought with a large enough effect; inconclusive = small, poorly fitted or top-dose-only effect, or another doubt; inactive = no such curve, though single readings can be large; an effect the other way counts as inactive or inconclusive.

cpd | smiles | TDP43 rescue | PTHR1 agonist | GLP-1R inv ag | D3 antag | FUS suppressor
1 | CCN(CC)S(=O)(=O)c1ccc(OC)c(NC(=O)c2ccc3c(c2)OCO3)c1 | -7% | -2% | 13% | 3 | 17%
2 | CC1(C(=O)NCCC#N)CCN1C(=O)C1(c2ccccc2)CC1 (configuration not stated) | -9% | ? | 21% | -63* | -8%
3 | Cc1ccc(OCC(=O)N2CCC(N3CC(C)CC(C)C3)CC2)cc1 (configuration not stated) | 19% | -14% | -15% | ? | nt
4 | CCOc1ccccc1N(C)C(=O)NCc1noc2ccccc12 | -5% | ? | 1% | nt | 3%
5 | Cc1nc(NCc2ccccc2)sc1C(=O)Nc1ccccc1 | 23% | -17% | -9% | -9 | 0%
6 | CC(CN1CCCCC1)C(=O)NN (configuration not stated) | -18%[0.397 µM] | i | 66%[activator] | 17 | 3%
7 | CSc1ccccc1OCc1cc(C(=O)NCCN2CCCC(O)C2)no1 (configuration not stated) | -1% | 5% | -1% | -24 | 3%
8 | CCOC(=O)c1sc(N2C(=O)c3oc4ccc(F)cc4c(=O)c3C2c2ccc(O)cc2)nc1C (configuration not stated) | 8% | 15% | 15% | nt | 13%

cpd | aSyn yeast inh | GLP-1R agonist | Akt phos inh | Abeta rescue
1 | -2% | 23% | i | -15%
2 | -4% | -9% | i | -20%
3 | 0% | -17% | i | 3%
4 | nt | nt | nt | -12%
5 | 7% | 19% | i | 10%
6 | -18% | 6% | i | 8%
7 | -2% | -1% | i | 3%
8 | nt | nt | nt | 4%

(further entries)
cpd | smiles | TDP43 rescue | PTHR1 agonist | GLP-1R inv ag | D3 antag | FUS suppressor
9 | COc1cccc(N(C(=O)Cn2nnc(-c3ccc(C)cc3)n2)C(C(=O)NC(C)(C)C)c2c[nH]c3ccccc23)c1 (configuration not stated) | 4% | i | ? | -10 | ?
10 | COc1ccc(-c2nc(CCNC(=O)c3cccs3)cs2)cc1OC | -10% | -75%[inhibitor] | 52%[activator] | nt | 3%
11 | CCn1c(=S)sc2c(=O)n(CC(=O)Nc3cccc(Cl)c3)c(C)nc21 | 3% | -14% | 7.9µM* | -2 | 20%
12 | Cc1cccc(NC(=O)CCNS(=O)(=O)c2ccc3[nH]c(=O)oc3c2)c1 | -3% | -6% | -17% | 1 | 3%
13 | O=C(Cn1c(=O)cnc2ccccc21)NNC(=O)c1ccccc1Cl | 21% | -3% | 15% | 6 | -7%
14 | CC12COC3(C(=O)Nc4ccc([N+](=O)[O-])cc4)CC1CCC32C (configuration not stated) | 0% | -35% | ? | 4 | 13%
15 | CCc1cc2ccc(C)cc2nc1SCC(=O)NC1CCCC1 | -23% | -19% | -10% | -4 | 51%
16 | Cc1cccc(OCCCC(=O)NC(C)C)c1 | -12% | 19% | 0% | 0 | -5%

cpd | aSyn yeast inh | GLP-1R agonist | Akt phos inh | Abeta rescue
9 | 11% | -11% | i | -9%
10 | nt | nt | nt | -30%
11 | 2% | -1% | i | -6%
12 | 0% | -7% | i | -6%
13 | 11% | 3% | i | 3%
14 | 3% | 3% | i | 14%
15 | -8% | 5% | i | 0%
16 | -4% | -15% | i | 14%

(listing goes on)
cpd | smiles | TDP43 rescue | PTHR1 agonist | GLP-1R inv ag | D3 antag | FUS suppressor
17 | Cc1ccc(S(=O)(=O)Nc2ccc(C(=O)NC3CC3)cc2)cc1 | 1% | i | 0% | 5 | -4%
18 | Cc1cc(C)c(C)c(S(=O)(=O)N2CCC(C(=O)OCC(=O)N3c4ccccc4NC(=O)C3(C)C)CC2)c1C | -4% | i | -26% | 3 | 19%
19 | CCOc1ccc(N(CC(=O)NCCSCc2ccco2)S(=O)(=O)c2ccc(C)cc2)cc1 | -4% | i | 12% | 6 | -10%
20 | COc1ccc2oc(C(=O)C3CC3)c(N)c2c1 | ? | -21% | -8% | 2 | -23%
21 | COc1ccccc1C1OCC(C)([N+](=O)[O-])CO1 (configuration not stated) | -9% | i | 7% | 1 | -22%
22 | CC1=CC(c2ccc(Cl)cc2)n2nc(NS(=O)(=O)c3ccc(C)cc3)nc2N1 (configuration not stated) | 27% | i | 8% | 9 | 19%
23 | Cc1cc(Nc2nc3c(c(=O)n(C)c(=O)n3C)n2C)n(-c2ccc(Cl)cc2)n1 | 11% | -7% | 1% | 2 | -5%
24 | CCc1ccc(N(CC(=O)N2CCOCC2)S(C)(=O)=O)cc1 | 5% | -23% | 2% | 11 | -2%

cpd | aSyn yeast inh | GLP-1R agonist | Akt phos inh | Abeta rescue
17 | 2% | 4% | i | 0%
18 | 4% | -5% | i | -10%
19 | 2% | 4% | i | 5%
20 | 15% | 23% | i | 5%[9.22 µM]
21 | 0% | 19% | i | 0%
22 | 8% | 0% | i | 7%
23 | 0% | -2% | i | 11%
24 | 0% | -1% | i | -1%

Additional entries follow:
cpd | smiles | TDP43 rescue | PTHR1 agonist | GLP-1R inv ag | D3 antag | FUS suppressor
25 | CC(=O)N1CCCC1c1nc2ccccc2n1Cc1c(F)cccc1Cl (configuration not stated) | 17% | i | 5% | nt | 1%
26 | O=C1CC(N2CCN(c3ccc(S(=O)(=O)N4CCCC4)cc3)CC2)C(=O)N1c1ccc(F)cc1 (configuration not stated) | 11% | -5%[57.5 µM] | 12% | 0 | 11%
27 | COc1ccc(CCN(Cc2cc3cc(C)ccc3[nH]c2=O)C(=O)N2CCCC2)cc1OC | -11% | i | 3% | -17 | 30%
28 | OC(COC(c1ccc(Cl)cc1)c1ccc(Cl)cc1)CN1CCN(c2ccccn2)CC1 (configuration not stated) | -14% | -48%[inhibitor] | ? | ? | 28%
29 | CSc1ccccc1NC(=O)CN(C)Cc1cccc(Cl)c1 | 17% | ? | ? | 3 | 2%
30 | Cc1cc(Nc2ccc(Br)cc2)nc(C)n1 | 18% | i | 13% | nt | 7%
31 | CC(C)COC(=O)N1CCCCC1c1cc(C(=O)Nc2ccc3c(c2)OCO3)no1 (configuration not stated) | 22% | -6% | ? | -16 | -1%
32 | O=C(NNC(=O)C1CC(c2cccs2)=NO1)Nc1ccc(Cl)cc1 (configuration not stated) | 12% | i | 9% | 2 | 2%

cpd | aSyn yeast inh | GLP-1R agonist | Akt phos inh | Abeta rescue
25 | nt | nt | nt | -3%
26 | 1% | -6% | i | 0%
27 | -2% | 16% | i | -8%
28 | -17% | 13% | i | 21%
29 | -7% | ? | i | 7%
30 | nt | nt | nt | -7%
31 | -7% | 23% | i | 19%
32 | 0% | 4% | i | -13%

Next results follow.
cpd | smiles | TDP43 rescue | PTHR1 agonist | GLP-1R inv ag | D3 antag | FUS suppressor
33 | O=C(Nc1ccccc1Cl)c1cc(S(=O)(=O)N2CCCCC2)ccc1N1CCOCC1 | 4% | -8%[57.5 µM] | 0% | -4 | ?
34 | CCn1nc(NC(C)=O)c2cc3cccc(C)c3nc21 | 16% | i | 1% | -5 | -21%
35 | COc1ccc(CNC(=O)c2ccc(CNc3c(NC4CCCCC4)c(=O)c3=O)cc2)cc1 | 0% | -5% | 11% | -1 | 14%
36 | CCCCCn1nc(C)c(/C=N\NC(=O)c2cc(C)oc2C)c1C | -18% | i | -15% | -23 | 36%
37 | CN(CC(=O)Nc1ccc(F)cc1)C(=O)COC(=O)Cc1cccs1 | 13% | -22% | 11% | -4 | 13%
38 | CN1C(C(=O)NCCc2cccs2)CC2Cn3c(nc4ccccc43)C21 (configuration not stated) | 7% | -20% | 4% | 4 | -36%
39 | COC(=O)c1cc(NS(=O)(=O)c2ccc(C)c3ccccc23)ccc1N1CCOCC1 | 1% | -23% | -23% | 8 | -6%
40 | O=C(NNC(=O)c1ccc(Cl)nc1)c1ccncc1 | 6% | -8% | 9% | -5 | -15%

cpd | aSyn yeast inh | GLP-1R agonist | Akt phos inh | Abeta rescue
33 | -1% | 2% | i | 8%
34 | -4% | 5% | i | -19%
35 | 0% | -5% | i | -11%
36 | 21% | 1% | i | 13%
37 | -1% | -1% | i | 1%
38 | 9% | 0% | i | -13%
39 | 1% | 6% | i | 9%
40 | 11% | -1% | i | 9%

Next part
cpd | smiles | TDP43 rescue | PTHR1 agonist | GLP-1R inv ag | D3 antag | FUS suppressor
41 | OCCOCCn1c(CCNc2nc(-c3ccc(Cl)cc3)cs2)nc2cc(Cl)c(Cl)cc21 | 20% | i | ? | 18 | 36%
42 | CCc1nnc(NC(=O)CSc2nc3cc4c(cc3cc2CC)OCCO4)s1 | -10% | -13%[57.5 µM] | 3% | -4 | -15%
43 | O=C(CCc1nnc(C2(c3ccc(Cl)cc3)CCC2)o1)NC1CC1 | -6%[0.397 µM] | i | 5% | 15 | 19%
44 | COc1ccc(NC(=O)Nc2cccc3c2O[C@H](CN(C)S(=O)(=O)c2c(C)noc2C)[C@@H](C)CN([C@H](C)CO)C3=O)cc1 | 14% | -3% | 15% | 0 | 25%

cpd | aSyn yeast inh | GLP-1R agonist | Akt phos inh | Abeta rescue
41 | 13% | 6% | i | 2%
42 | 10% | -6% | i | 14%
43 | 2% | -3% | i | 3%
44 | 1% | 3% | i | 1%

Whole records, quoted from the list.
Record of OCCOCCn1c(CCNc2nc(-c3ccc(Cl)cc3)cs2)nc2cc(Cl)c(Cl)cc21 → TDP43 rescue: 20%; PTHR1 agonist: i; GLP-1R inv ag: ?; D3 antag: 18; FUS suppressor: 36%; aSyn yeast inh: 13%; GLP-1R agonist: 6%; Akt phos inh: i; Abeta rescue: 2%
Record of COc1ccc(NC(=O)Nc2cccc3c2O[C@H](CN(C)S(=O)(=O)c2c(C)noc2C)[C@@H](C)CN([C@H](C)CO)C3=O)cc1 → TDP43 rescue: 14%; PTHR1 agonist: -3%; GLP-1R inv ag: 15%; D3 antag: 0; FUS suppressor: 25%; aSyn yeast inh: 1%; GLP-1R agonist: 3%; Akt phos inh: i; Abeta rescue: 1%

A portion of the library; count on the stated rates, not on these rows.
